NR1D1 modulator: modulates human Rev-erb alpha binding to DNA. 370,000 compounds, 0.79% hits. P20393. AID 1259318. Rev-erbα–FITC-DNA binding, fluorescence polarization, 90 min. activity, % at 10 µM;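 active = activity above about 14%, limit read from the data; passing the limit was not always enough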;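 note: 0% = DMSO wells with 35 nM protein and 100% = DMSO wells with 750 nM protein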
Target sequence (P20393 whole entry, looked up): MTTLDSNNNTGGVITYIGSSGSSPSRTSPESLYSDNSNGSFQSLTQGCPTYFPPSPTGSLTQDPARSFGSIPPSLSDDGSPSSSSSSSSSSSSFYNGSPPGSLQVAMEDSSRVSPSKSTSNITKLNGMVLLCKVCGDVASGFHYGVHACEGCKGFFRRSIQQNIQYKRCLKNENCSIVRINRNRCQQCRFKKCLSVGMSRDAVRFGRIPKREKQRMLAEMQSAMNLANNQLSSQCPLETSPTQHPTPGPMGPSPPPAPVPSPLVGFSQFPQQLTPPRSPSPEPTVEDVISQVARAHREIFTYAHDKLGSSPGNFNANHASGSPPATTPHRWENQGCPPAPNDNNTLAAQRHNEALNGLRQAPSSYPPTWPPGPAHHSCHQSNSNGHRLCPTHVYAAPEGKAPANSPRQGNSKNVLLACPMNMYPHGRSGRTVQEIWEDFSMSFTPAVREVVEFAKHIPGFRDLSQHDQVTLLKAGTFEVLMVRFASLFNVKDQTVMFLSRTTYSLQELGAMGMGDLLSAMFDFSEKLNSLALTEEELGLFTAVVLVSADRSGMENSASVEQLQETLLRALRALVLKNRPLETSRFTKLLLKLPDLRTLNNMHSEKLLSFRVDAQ
TDP2 inh: blocks human TDP2 phosphodiesterase activity | recombinant TDP2, T5PNP hydrolysis, p-nitrophenol absorbance 415 nm | inhibition, % at 12.8 µM | 370,000 compounds, 0.34% hits;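 active = inhibition above the mean of all tested compounds plus 3 SD, set per campaign, cut at about 25% in these data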;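 note: 0% = DMSO with enzyme and 100% = buffer with substrate but no TDP2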
Target sequence (O95551 whole entry, looked up): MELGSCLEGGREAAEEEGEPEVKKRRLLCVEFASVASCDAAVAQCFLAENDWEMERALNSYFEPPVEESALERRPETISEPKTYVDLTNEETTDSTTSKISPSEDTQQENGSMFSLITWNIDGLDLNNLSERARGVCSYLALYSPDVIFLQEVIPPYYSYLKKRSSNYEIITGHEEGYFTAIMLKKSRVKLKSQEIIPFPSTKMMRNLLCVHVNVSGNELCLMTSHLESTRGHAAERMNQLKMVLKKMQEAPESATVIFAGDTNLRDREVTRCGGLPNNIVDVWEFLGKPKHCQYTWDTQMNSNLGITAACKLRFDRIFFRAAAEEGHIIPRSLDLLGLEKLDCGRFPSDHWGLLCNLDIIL
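Assay system: recombinant human TDP2 / Reagent: T5PNP substrate at 5 mM, a TopII-DNA adduct mimic / Measured by: epi absorbance from released p-nitrophenol / Evaluation: % inhibition relative to enzyme-containing and enzyme-free wells / Control set: enzyme-free and DMSO wells / Replicates: each compound tested once, singlicate / Schedule: enzyme reaction with compound for 2 h at 37 °C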
rCAG binder: molecules binding r(CAG) RNA repeats; r(CAG) RNA repeat, TO-PRO-1 dye displacement fluorescence; AID 651821; 370,000 compounds, 1.3% hits; inhibition, % at 3 µM;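 active = inhibition above the plate cutoff, the mean of all test compounds on that plate plus 3 SD, cut at about 35% in these data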;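 note: 0% = DMSO alone and 100% = 100 µM mitoxantrone as full dye displacement; higher means more dye released from RNA so lower well fluorescence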
HTRA1 inh: blocks human HTRA1 serine peptidase. AID 504803. 340,000 compounds, 0.5% hits. recombinant HTRA1, FP-rhodamine activity-based probe, fluorescence polarization. Q92743. inhibition, % at 5.96 µM; in the data active = inhibition above about 36%;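 note: 0% = enzyme with DMSO and 100% = wells lacking enzyme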
PRMT1 inh: blocks human protein arginine methyltransferase 1 | inhibition, % at 2.79 µM | recombinant PRMT1, activity-based probe fluorescence polarization | 370,000 compounds, 1.3% hits;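 active = inhibition above about 21% made by adding two undisclosed values, limit read from the data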
LEDGF integ inh: blocks HIV-1 LEDGF/p75-dependent DNA integration; TR-FRET IN-LEDGF/p75 DNA integration, Eu/Cy5; inhibition, % at 3.7 µM; 370,000 compounds, 0.64% hits; AID 743269;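 active = inhibition above the screen-wide mean plus 3 SD, cut at about 13% in these data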;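 note: signal is the Cy5 over europium emission ratio at 671 and 618 nm; 0% = plate median of compound wells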
TCR CD3 inh: human TCR-CD3 binding inhibition; TAMRA-labeled TCR probe fluorescence, biochemical; inhibition, % at 9.4 µM; 360,000 compounds, 0.37% hits; AID 651800; in the data active = inhibition above about 19%;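 note: recombinant mutant TCR 2C K166C tagged with TAMRA read by polarization; 0% = receptor in buffer alone and 100% = receptor with positive control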
SIAE primary: inhibitors of human sialic acid acetylesterase SIAE | SIAE FP-Rh probe binding, fluorescence polarization | inhibition, % at 9.66 µM | Q9HAT2 | 370,000 compounds, 0.69% hits;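 active = inhibition above a cutoff: mean of compounds within the control limits plus 3 SD of those, cut at about 17% in these data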;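 note: 0% = plate median of compound wells and 100% = probe without SIAE protein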
PG9 Ab binder: small molecules binding HIV-1 gp120 antibody PG9; TR-FRET gp120-PG9 antibody binding; 360,000 compounds, 0.43% hits; inhibition, % at 6.7 µM; AID 624416; in the data active = inhibition above about 8.5%
ABHD4 inh: ABHD4 (mouse) inhibition, primary FP screen | purified mABHD4, FP-Rh probe fluorescence polarization | 370,000 compounds, 0.54% hits | inhibition, % at 8.92 µM;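 active = inhibition exceeding the mean over every tested compound plus 3 SD, cut at about 30% in these data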;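 note: 0% = plate median of compound wells and 100% = S159A mutant with DMSO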
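assay system = mABHD4 protein | compound dosing = single nominal dose of 8.92 µM, 0.89% DMSO final | read-out basis = percent inhibition of probe binding, normalized to plate controls | schedule = Enzyme–compound pre-incubation 45 min, then probe 60 min, both 25 °C | detection = fluorescence polarization, excitation 525 nm, emission 598 nm, BODIPY TMR filters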
Starred values were filed as active, the others as inactive; . = not tested or not shown.

SMILES	NR1D1 modulator	TDP2 inh	rCAG binder	HTRA1 inh	PRMT1 inh	LEDGF integ inh	TCR CD3 inh	SIAE primary	PG9 Ab binder	ABHD4 inh
CCCCc1nnc(NC(=O)CSCc2cc(=O)n3ccsc3n2)s1	2	-14	2	0	7	1	-9	-3	-2.4	-7
CCN(CC)c1nc(N)nc(NS(=O)(=O)c2ccc(Cl)cc2)n1	3	3	9	10	1	7	9	15	-4.9	7
CC(CN1CCN(C)CC1)OC(=O)c1ccc(Cl)cc1Cl (stereo unspecified)	2	9	-3	2	3	-3	-2	-7	1.0	-3
O=C(CSc1nnc(-c2ccccn2)n1-c1ccccc1)Nc1ccc2cn[nH]c2c1	5	-5	3	.	1	4	.	2	.	-9
CC[n+]1c(C)n(-c2ccccc2)c2ccc(NC(C)=O)cc21	-2	2	1	6	-1	1	8	4	0.1	3
Cc1oncc1C(=S)Nc1ccccc1	-3	-8	-1	-2	-3	-4	5	-3	0.6	-2
COc1cccc(N2CN(CCc3ccccc3)CNC2=S)c1	-5	-4	-4	.	2	-1	-6	7	-0.7	3
O=C(Cn1ccc(C(F)(F)F)n1)N/N=C/c1cccs1	1	0	-3	0	-4	-3	9	-5	-0.3	0
COc1ccc(N2C(=O)c3ccc(C(=O)Nc4ccc(NC(C)=O)cc4)cc3C2=O)cc1	2	-11	3	-3	-1	3	-6	-3	-0.6	-4
NNC(=O)c1ccc(CSc2nc3ccccc3[nH]2)cc1	-1	2	10	-75	0	-3	-6	-75	0.5	-66
Nn1c(SCc2cccc(C(F)(F)F)c2)nnc1-c1ccco1	-1	-11	0	-7	2	2	6	8	-2.5	-2
O=C(Cc1cccc(NC(=O)C2CCCN(C(=O)CCc3ccccc3)C2)c1)Nc1cccc(C(=O)N2CCOCC2)c1 (stereo unspecified)	-5	1	3	0	-3	5	-6	-2	1.3	2
COC(=O)c1ccc(CNC(=O)c2ccc(OC)c(S(=O)(=O)NC3CC3)c2)cc1	3	7	0	-1	-3	4	4	-1	0.4	-6
C=CCn1c(Oc2cccc(C)c2)nc2c1c(=O)n(C)c(=O)n2C	-3	23	-9	7	-6	4	4	4	-0.5	-3
CN(C)C(=O)COc1ccc2c(-c3ccccc3)cc(=O)oc2c1	-7	1	2	1	4	-1	-3	-4	1.3	3
COc1ccccc1N1CCN(C(c2ccc(F)cc2)c2nnnn2C(C)C)CC1 (stereo unspecified)	-3	-10	-10	-6	-1	0	5	8	-1.5	-2
Cc1cccc(OCCn2ccnc2)c1	-5	-19	1	8	-3	0	1	-5	-1.0	-2
CCOC(=O)Cc1csc(NC(=O)c2cccc(OC)c2)n1	-3	-12	1	-4	-1	-1	8	-1	-1.2	-3
Cc1ccc(CCNC(=O)CCCn2nc(C)c3c(C)n(-c4ccc(C)cc4)nc3c2=O)cc1	-2	-23	1	-7	-3	-3	-9	2	3.0	-4
O=C(O)C1C2CCC(C2)C1C(=O)NCCc1ccccc1 (stereo unspecified)	0	1	0	5	-3	5	6	1	-0.9	-4
Cc1ccc(Cl)cc1-c1cc(C(=O)NCC2CCCCC2)[nH]n1	-5	1	3	.	-1	0	4	5	-0.9	-7
CC(C)CCN1CCN(Cc2ccc(C#CCCO)cc2)CC1CCO (stereo unspecified)	0	-10	-10	7	0	-5	-4	5	-0.6	0
COc1cccc(NC(=O)CN(C)C(=O)/C=C/c2cn(-c3ccccc3)nc2-c2ccc(C)cc2)c1	2	-3	21	-114	2	-3	36*	-122	0.4	-95
C=CC[C@H](CC(=O)N(CCO)Cc1ccccc1)C(=O)N[C@H](COC(=O)[C@@H](CC=C)CC(=O)OC(C)(C)C)Cc1c[nH]c2ccccc12	3	-6	-4	-35	1	0	6	10	-2.1	-15
c1cnc(NCCNc2ncccn2)nc1	-7	-4	-2	3	2	-5	-7	-10	-0.9	2
CC(=O)N1CN(S(=O)(=O)c2ccc(C)cc2)CC1C (stereo unspecified)	7	-8	2	0	-1	3	9	2	-4.2	0
O=C(NC1CCCCC1)c1cc(C2CC2)on1	-4	-2	-3	5	1	-4	6	0	2.1	2
O=[N+]([O-])c1cccc2ccc(/C=C/c3ccc(F)cc3)nc12	-6	8	11	-35	2	0	8	-11	-2.6	-6
N=c1c(S(=O)(=O)c2ccccc2)cc2c(=O)n3ccccc3nc2n1Cc1ccco1	-7	-6	8	-13	4	8	0	-4	-1.4	3
CCCCC(CCC(=O)Nc1ccccc1C(=O)OCC)C(=O)O (stereo unspecified)	1	-4	6	1	0	-1	6	-1	-3.5	-2
O=C(O)c1ccc(NS(=O)(=O)c2cccc(C(=O)Nc3cccc(C(=O)O)c3)c2)cc1	1	-1	-3	-2	-1	-2	0	3	-2.5	-11
CC(C(=O)N1CCN(C)CC1)N1C(=O)c2ccccc2C1=O (stereo unspecified)	2	9	0	-1	-4	0	1	15	-0.7	4
COc1ccc(N2CCN(C(=O)c3ccc4c(c3)CCN4S(C)(=O)=O)CC2)cc1	-2	6	4	0	3	-1	-5	0	-1.8	5
CCN(C(=O)Cn1cnc2c1c(=O)n(C)c(=O)n2C)C1CCS(=O)(=O)C1 (stereo unspecified)	-1	4	0	4	1	-4	1	6	1.2	1
Cc1ccccc1-n1c(SCC(=O)N2CCN(c3ccccc3)CC2)nnc1-c1ccncc1	0	9	1	7	2	-1	-1	-5	0.3	-6
COc1ccccc1CNC(=O)c1cc(-c2cccnc2)nc2ccccc12	-3	-10	-1	-2	-6	11	-2	-1	0.5	-17
COC(=O)c1c(NC(=O)CN2CCC3(O)CCCCC3C2c2cc(OC)ccc2OC)sc(C)c1C (stereo unspecified)	-3	-3	5	-49	-1	15*	6	-12	-3.2	-26
O=C(Cc1ccccc1)Nc1ccc(NC(=O)c2cccc(Cl)c2)cc1	-2	0	-1	0	2	1	-8	-3	0.2	-5
CCOC(=O)c1c(NC(=O)C2C3C=CC(C3)C2C(=O)O)sc2c1CC(C)CC2 (stereo unspecified)	-12	-2	48*	1	4	-2	-7	-1	-0.6	5
Cc1nc2ccccc2nc1CN1CCC(CO)(CC2CCCCO2)CC1 (stereo unspecified)	5	7	-7	1	-5	2	7	6	0.6	-4
CSCCC(NC(=O)c1cccc([N+](=O)[O-])c1)C(=O)O (stereo unspecified)	1	8	2	2	1	-5	-2	8	-1.6	4
CCOC(=O)c1sc2nc(N3CCOCC3)c3c(c2c1N)CCC3	3	-5	0	2	2	-2	3	4	-1.9	1
O=C(CCCn1c(=S)[nH]c2ccsc2c1=O)Nc1ccc2c(c1)OCCO2	-6	-1	1	-4	5	-4	-6	1	2.9	-1
COc1ccc(OC)c(C2C(C(C)=O)=C(O)C(=O)N2c2ccc(F)cc2)c1 (stereo unspecified)	6	5	4	8	2	4	-1	6	-1.3	-15
Cc1cccc(N=Nc2c(O)[nH]c3ccc(F)cc23)c1	1	4	18	-13	-4	-2	0	6	3.1	2

Structural class, those above with a furan ring, fused or not (2)
SMILES	NR1D1 modulator	TDP2 inh	rCAG binder	HTRA1 inh	PRMT1 inh	LEDGF integ inh	TCR CD3 inh	SIAE primary	PG9 Ab binder	ABHD4 inh
Nn1c(SCc2cccc(C(F)(F)F)c2)nnc1-c1ccco1	-1	-11	0	-7	2	2	6	8	-2.5	-2
N=c1c(S(=O)(=O)c2ccccc2)cc2c(=O)n3ccccc3nc2n1Cc1ccco1	-7	-6	8	-13	4	8	0	-4	-1.4	3

New compounds follow
SMILES	NR1D1 modulator	TDP2 inh	rCAG binder	HTRA1 inh	PRMT1 inh	LEDGF integ inh	TCR CD3 inh	SIAE primary	PG9 Ab binder	ABHD4 inh
COc1ccc(NC(=O)c2ccc([N+](=O)[O-])s2)c([N+](=O)[O-])c1	3	-4	-3	12	2	-5	10	4	0.2	4
COc1cccc(C(=O)NCCS(=O)(=O)N2CCN(c3ccccc3)CC2)c1OC	0	5	1	7	-2	4	4	2	0.5	6
CCN(CC)C(=O)CSc1nc2c(sc(=S)n2CC)c(=O)n1-c1ccccc1	1	11	-5	-2	-2	0	4	1	2.6	-2
O=C(Nc1ccc(CN2CCOCC2)cc1)c1cc(Br)ccc1Cl	0	3	2	2	2	2	1	-8	-1.6	-1
O=C1CCC[C@H]2C[C@H](NCc3cccnc3)CC[C@]23CCCN13	0	-3	.	.	-1	1	.	-1	.	1
O=C(NCc1ccccc1)C(=O)NCC1OCCN1S(=O)(=O)c1cccs1 (stereo unspecified)	-4	-8	6	-5	2	-4	-7	-5	-2.3	4
O=C(NCCCNC(=O)c1c(Cl)cccc1Cl)c1c(Cl)cccc1Cl	-5	-16	-2	-5	-2	2	-8	-5	-1.6	1
Cc1cc(C)n(C(=O)CNC(=O)/C=C/c2ccccc2)n1	0	-11	-3	-2	2	-3	-2	-6	-2.4	2
Nc1nc(Cl)nc2c1ncn2C1OCC(O)C(O)C1O (stereo unspecified)	9	7	5	2	1	-3	3	1	-0.6	5
Cc1cc([N+](=O)[O-])nn1Cc1ccc(C(=O)N/N=C/c2ccccc2)cc1	-3	-9	6	-8	5	-1	2	7	-0.2	7
O=C1CN(C(=O)NCCC(=O)NC2CCCCC2)c2ccccc2N1	-1	2	0	9	-1	1	6	6	-1.8	1
COc1ccc(C(=O)Nc2ccc(Cl)c(S(=O)(=O)N3CCOCC3)c2)cc1	2	-8	2	-10	-1	2	3	-10	-0.3	-12
Cn1c(=O)c2nc(NCc3ccccc3)cnc2n(C)c1=O	4	-7	-4	0	1	5	3	9	-0.2	1
O=C1C=C(O)c2cccc(O)c2C1=O	-2	32*	19	22	25*	22*	5	12	-3.6	41*
Cc1sc(NC(=O)C2CCCCC2)c(C#N)c1-c1ccccc1	-2	12	9	-12	2	-2	-2	-9	2.1	-2
CCN(CC)c1ccc(S(=O)(=O)N2CCOCC2)cc1NC(=O)CSc1nncn1C	0	7	0	4	3	-2	-4	5	-0.7	3
CCOc1nc(-c2ccc(C)cc2)ccc1-c1noc(COC)n1	-6	-6	-1	-17	2	6	1	-5	-0.7	-3
CCOC(=O)Cc1cc(-c2ccccc2)nc2ccc3ccccc3c12	3	-2	1	-33	4	-2	-2	-12	-0.5	-12
COc1cccc(CNC(=O)C2CCCN(S(=O)(=O)c3c(C)n[nH]c3C)C2)c1 (stereo unspecified)	-2	5	0	-1	1	0	4	1	0.7	-2
CCOc1ccc(C(=O)NCC(=O)N2CCN(C/C=C/c3ccccc3)CC2)cc1OCC	-5	2	-9	-5	2	0	1	-6	-0.5	4
O=C(c1ccccc1)C(C(=O)N1CCc2ccccc2C1)n1ccccc1=O (stereo unspecified)	4	2	-4	-2	2	-5	-5	1	0.1	-6
Cc1cc(OCC(=O)Nc2cccnc2)c2c(C)cc(=O)oc2c1	-3	-13	0	0	-2	-2	2	0	-1.6	4

Source: PubChem BioAssay (several laboratories)

These rows are one share of the data; the hit share may differ from the screen's.
